# Screening data: PubChem BioAssay, several laboratories
# GDH-TPI counter: inhibits GDH-TPI coupling enzymes, artifact for Mtb FBA screen. GDH-TPI coupled enzyme counterscreen, NADH absorbance. inhibition, % at 4.8 µM. 1.2% of 360,000 active; in the data active = inhibition above about 30%;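 also: 0% = DMSO wells and 100% = wells lacking the enzyme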
# TcdB inh: blocks C. difficile toxin B glycohydrolase activity | inhibition, % at 9.99 µM | 0.24% of 350,000 active | TcdB glycohydrolase enzymatic assay, plate reader; in the data active = inhibition above about 10%
# BH1578 lux ind: inducers of Vibrio cholerae quorum light production without autoinducers. V. cholerae BH1578 lux reporter, luminescence, 6 h. activation, % at 18.7 µM. AID 588436. 0.16% of 350,000 active; in the data active = activation mostly above about 9.7%, no sharp cut-off; also: not every result past the cut was called active; inactives centre near 0; reference of the scale not given here
# PfHsp40 yeast: compounds rescuing yeast from Plasmodium falciparum HSP40 toxicity | S. cerevisiae expressing PfHsp40, growth rescue, ATP luminescence | growth rescue, % at 12.5 µM | 0.68% of 340,000 active | AID 504582; in the data active = growth rescue above about 28%, passing the limit was not always enough;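 also: yeast W303a lacking pdr1 and pdr3 grown in galactose medium; growth measured after three days at 30 °C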
# Yp Topo-I inh: Y. pestis Topo-I inhibition via cleavage products. activity, % at 10 µM. AID 504884. Y. pestis Topo-I cleavage product accumulation, plate reader. 0.064% of 360,000 active; in the data active = activity above about 50%, passing the limit was not always enough; also: inactives centre near 2
# FBA Mtb inh: Mtb fructose-bisphosphate aldolase inhibition. inhibition, % at 1 µM. AID 588726. 2.3% of 360,000 active. purified M. tuberculosis FBA, fluorescence read-out; in the data active = inhibition above about 27%;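 also: 0% = vehicle and 100% = reference inhibitor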
# Target sequence (P9WQA3 whole entry, looked up): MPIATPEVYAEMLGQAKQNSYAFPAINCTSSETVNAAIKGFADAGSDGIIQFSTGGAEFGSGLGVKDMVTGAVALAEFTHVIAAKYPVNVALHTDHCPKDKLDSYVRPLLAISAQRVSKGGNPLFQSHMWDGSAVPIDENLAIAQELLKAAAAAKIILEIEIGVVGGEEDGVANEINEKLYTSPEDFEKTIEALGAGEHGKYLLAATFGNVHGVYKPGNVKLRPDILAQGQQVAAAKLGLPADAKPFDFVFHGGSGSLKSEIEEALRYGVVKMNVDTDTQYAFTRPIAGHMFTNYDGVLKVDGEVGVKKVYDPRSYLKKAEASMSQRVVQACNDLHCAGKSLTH
# FadD28 binding: M. tuberculosis FadD28 bisubstrate binding inhibition | AID 588549 | 0.22% of 360,000 active | inhibition, % at 12.5 µM | FadD28 bisubstrate probe binding, fluorescence polarization; in the data active = inhibition above about 8.5%, passing the limit was not always enough
# BioA inh: inhibitors of Mycobacterium tuberculosis BioA enzyme. purified M. tuberculosis BioA enzyme, plate reader. inhibition, % at 9.99 µM. 0.096% of 360,000 active; in the data active = inhibition above about 40%
# UGM FP inh: inhibitors of M. tuberculosis UDP-galactopyranose mutase; P9WIQ1; purified UGM, fluorescence polarization probe displacement; inhibition, % at 10 µM; 0.06% of 320,000 active; in the data active = inhibition above about 10%, passing the limit was not always enough
# Target sequence (P9WIQ1 whole entry, looked up): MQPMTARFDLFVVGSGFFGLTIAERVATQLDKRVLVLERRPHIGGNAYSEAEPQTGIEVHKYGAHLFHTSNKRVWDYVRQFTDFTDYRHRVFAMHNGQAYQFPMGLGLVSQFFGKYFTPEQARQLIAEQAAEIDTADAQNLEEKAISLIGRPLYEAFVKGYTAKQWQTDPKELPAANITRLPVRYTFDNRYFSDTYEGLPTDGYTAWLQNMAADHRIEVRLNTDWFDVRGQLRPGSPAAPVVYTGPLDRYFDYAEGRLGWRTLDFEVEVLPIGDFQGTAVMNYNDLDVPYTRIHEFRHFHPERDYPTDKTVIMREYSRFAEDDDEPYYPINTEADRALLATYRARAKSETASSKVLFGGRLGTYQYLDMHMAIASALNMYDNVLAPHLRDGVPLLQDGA
# * = called active by the depositor; i = inactive; nt = no result given. Not a hit list. About 4.6% of those tested had a hit in this group.
SMILES,GDH-TPI counter,TcdB inh,BH1578 lux ind,PfHsp40 yeast,Yp Topo-I inh,FBA Mtb inh,FadD28 binding,BioA inh,UGM FP inh
COc1cc(NC(=O)CSc2nnc(C)s2)cc(OC)c1OC,4,nt,-0.6,-1.4,4,1,-4.6,-0.1,0.9
O=S(=O)(c1ccccc1)N1CC2CC(Br)C(Br)CC21 (configuration not stated),1,1.0,i,nt,-8,-1,-1.4,nt,nt
c1ccc(CCNc2nc(-c3ccccn3)cs2)cc1,-5,nt,i,0.6,4,-1,-1.8,nt,-0.9
O=C1c2ccccc2OCOc2ccccc21,7,nt,i,-0.8,7,3,0.4,-0.5,0.3
CC(C)N(C(=O)c1ccc(C(=O)Nc2ccc([N+](=O)[O-])cc2)cc1)C(C)C,-7,nt,i,-1.9,0,0,0.1,-1.0,0.7
CN1C2CCC1CC(NC(=O)c1cc(S(=O)(=O)N(C)C)c(Cl)cc1Cl)C2 (configuration not stated),5,1.2,-0.4,0.0,3,0,-2.0,-1.2,0.5
S=c1[nH]nc(C2CCCCC2)n1/N=C/C(Cl)=C\c1ccccc1,7,nt,-0.4,-0.3,11,4,-0.1,nt,-2.4
Cc1cc(-c2ccc(C)c(S(=O)(=O)NCCc3ccc(S(N)(=O)=O)cc3)c2)on1,1,1.7,-1.0,0.5,-7,3,1.1,4.6,-1.4
Cc1c(C)n2c(SCC(=O)NCc3ccc4c(c3)OCO4)nnc2[nH]c1=O,10,-0.4,i,-0.8,1,4,-2.5,0.3,0.4
CCN1CCC2(CC1)N=C(c1ccc(F)cc1)C(=S)N2C(=O)c1ccc(C)cc1,11,1.0,i,-1.1,-4,-2,-1.4,nt,1.6
COc1ccccc1NC(=O)Cn1nnc(-c2ccccc2NC(=O)c2cc3ccccc3oc2=O)n1,0,0.5,-2.0,-1.3,-7,-1,0.8,-3.4,-2.1
CC(=O)c1ccc(OCCCC(=O)Nc2cccc(-c3nn[nH]n3)c2)cc1,-3,-2.8,-0.5,-1.3,2,2,-3.9,2.5,1.7
COc1ccc(OC)c(NC(=O)c2cccc(NC(=O)c3ccccc3)c2)c1,0,0.5,0.6,2.7,9,-5,-4.9,8.6,-3.3
CC(=O)N1CCN(C(=O)c2c(-c3ccccc3)noc2C)CC1,1,1.1,-1.3,-0.9,2,-2,-0.1,-1.4,-0.6
O=C(CNS(=O)(=O)c1ccc(F)c(Cl)c1)N1CCCC1,-11,1.2,i,-1.1,1,4,-0.7,0.0,0.0
Cc1ccc(CSCCNC(=O)c2ccc(N(C)S(=O)(=O)c3ccccc3)cc2)cc1,8,nt,-0.5,0.8,14,-2,8.8*,nt,4.4
COc1ccccc1C(=O)COC(=O)CNS(=O)(=O)c1ccc(NC(C)=O)cc1,2,0.5,-1.7,1.0,7,0,-3.7,-0.5,1.3
Cc1ccc(C)c(S(=O)(=O)N2CCN(C(=O)CN3C(=O)NC(C)(C)C3=O)CC2)c1,-4,1.2,i,0.9,2,-3,-3.0,0.2,-1.2
Cc1nc(N2CCN(c3ccccc3)CC2)[nH]c(=O)c1CCC(C)C,1,0.2,i,-0.6,6,5,-1.1,1.1,0.8
CCN(CC)c1ccc(-c2sc(Nc3ccccc3)n[n+]2-c2ccc(F)cc2)cc1,17,-4.3,i,-0.5,-4,14,-6.2,-4.0,-4.3
CC(=O)Nc1ccc(Nc2nnc(-c3ccc(C)c(S(=O)(=O)NCC4CCCO4)c3)c3ccccc23)cc1 (configuration not stated),11,0.6,i,0.0,3,2,-1.5,-0.8,-0.2
COc1ccccc1-c1cc2nc(C)c(CCC(=O)NC(C)CCc3ccco3)c(C)n2n1 (configuration not stated),11,1.4,-0.2,0.8,31,4,-4.5,2.9,0.1
O=C(CCN1C(=O)c2cccc([N+](=O)[O-])c2C1=O)Nc1nccs1,-3,1.0,i,1.7,-1,2,-3.2,nt,-2.6
CC(=O)Nc1cccc(-c2ccnc3c2CC(C(=O)Nc2cccc(OC(F)(F)F)c2)O3)c1 (configuration not stated),-2,1.1,-0.4,nt,-5,5,-0.5,-3.3,nt

# Five records drawn at random from those above:
SMILES,GDH-TPI counter,TcdB inh,BH1578 lux ind,PfHsp40 yeast,Yp Topo-I inh,FBA Mtb inh,FadD28 binding,BioA inh,UGM FP inh
COc1ccccc1-c1cc2nc(C)c(CCC(=O)NC(C)CCc3ccco3)c(C)n2n1 (configuration not stated),11,1.4,-0.2,0.8,31,4,-4.5,2.9,0.1
Cc1nc(N2CCN(c3ccccc3)CC2)[nH]c(=O)c1CCC(C)C,1,0.2,i,-0.6,6,5,-1.1,1.1,0.8
CCN(CC)c1ccc(-c2sc(Nc3ccccc3)n[n+]2-c2ccc(F)cc2)cc1,17,-4.3,i,-0.5,-4,14,-6.2,-4.0,-4.3
Cc1ccc(CSCCNC(=O)c2ccc(N(C)S(=O)(=O)c3ccccc3)cc2)cc1,8,nt,-0.5,0.8,14,-2,8.8*,nt,4.4
COc1ccc(OC)c(NC(=O)c2cccc(NC(=O)c3ccccc3)c2)c1,0,0.5,0.6,2.7,9,-5,-4.9,8.6,-3.3

# (further entries)
SMILES,GDH-TPI counter,TcdB inh,BH1578 lux ind,PfHsp40 yeast,Yp Topo-I inh,FBA Mtb inh,FadD28 binding,BioA inh,UGM FP inh
CCOC(=O)N1CCN(C(=O)CCCN2C(=O)CSc3nc(C)cc(C)c32)CC1,14,nt,nt,-0.6,7,1,0.6,-0.7,-0.9
COC(=O)C1=C(c2ccc(OCc3ccccc3)cc2)C[C@@H]2CC[C@H]1N2C(=O)NCc1ccc(N(C)C)cc1,8,1.4,i,-1.3,11,0,-1.9,-1.4,-0.8
Cc1nn(-c2ccccc2)c(C)c1/C=N/NC(=O)c1cc(C(C)(C)C)[nH]n1,3,nt,i,-0.6,5,-2,-3.1,2.0,-1.1
CCc1nnc(NC(=O)CSc2nnc(-c3ccc(O)cc3)n2C)s1,3,1.8,i,-1.0,6,5,-0.3,nt,-0.9
O=C1/C(=C\c2cccc([N+](=O)[O-])c2O)SC(=S)N1Cc1ccccc1,4,-0.1,i,-0.6,-3,0,-0.6,4.5,3.2
COc1cc2c(cc1OC)C(C(=O)Nc1ccc3c(c1)OCCO3)C1c3ccccc3CCN1C2=O (configuration not stated),2,nt,i,1.7,14,2,-3.6,2.7,-2.7
COC(=O)C1=C(c2ccc3ccccc3c2)C[C@@H]2CC[C@H]1N2C(=O)NCC1CC1,1,0.9,-0.1,0.2,10,1,-2.3,2.5,4.5
COc1cc(CN2CCNC(=O)C2CC(=O)NCCC2=CCCCC2)cc(OC)c1 (configuration not stated),4,0.7,-0.2,-1.5,5,4,-2.1,-1.4,-1.2
CCn1cc(C(=O)Nc2ccccc2C(=O)OC)cn1,19,1.2,i,nt,-6,5,-0.9,1.0,1.9
CCOC(=O)COn1c(=O)c(-c2ccc(Br)cc2)[n+]([O-])c2ccccc21,13,-4.0,i,-1.4,-5,2,nt,-0.7,1.0
O=C(Nc1ccc(Br)cc1F)c1ccc2c(c1)OCCO2,-2,0.4,-0.2,0.5,17,1,0.2,2.2,2.6
CCOc1ccccc1/C=N/Nc1nc2ccccc2o1,9,0.8,-0.5,-0.3,-11,2,-1.6,-0.4,0.2
Cc1cc(C)n(CCNS(=O)(=O)c2ccccc2)n1,-9,0.8,-0.1,0.9,5,3,-4.3,0.3,0.7
O=C(O)C1(c2cccc(Cl)c2)CCC1,-6,nt,nt,-1.1,-3,-1,-0.5,-5.4,-2.1
Cc1nn(C)cc1/C=N/NC(=O)c1ccco1,24,0.4,i,1.4,-2,-2,-0.8,0.2,-1.9
COc1ccccc1N1CCN(C(=O)c2ccc(Cl)c(S(=O)(=O)N3CCOCC3)c2)CC1,2,1.5,0.6,0.1,33,8,0.8,2.9,2.0
CCOC(=O)C1(CCOc2ccccc2)CCN(Cc2cccc(OC)c2OC)CC1,-6,1.0,-0.2,-1.7,23,0,-1.5,-1.5,-3.7
NC(=O)c1ccccc1NC(=O)c1ccccc1S(=O)(=O)c1ccccc1[N+](=O)[O-],7,nt,-0.3,-1.5,-4,0,-2.0,nt,1.3
CCOc1ccc(NC(=O)COC(=O)C2(C)CC2(Cl)Cl)c([N+](=O)[O-])c1 (configuration not stated),6,0.7,-0.5,nt,23,0,2.4,nt,3.0
Cc1cc(Br)ccc1NC(=O)CN(C)C(=O)c1ccccc1OCc1c(C)noc1C,3,-0.1,-1.2,nt,13,-3,-1.0,-1.1,nt
CCCn1nc(C(=O)OCC(=O)Nc2cccc(OC)c2)c2ccccc2c1=O,4,0.8,-0.2,2.3,12,1,-0.1,nt,-1.5
Cc1nnc(NC(=O)CSc2nnc(-c3ccco3)o2)s1,-1,nt,-0.5,0.3,1,-3,-3.2,nt,-3.4
Cc1ccc(C)c(NS(=O)(=O)c2cc3c4c(c2)CC(=O)N4CCC3)c1,3,2.4,2.9,0.4,2,-2,-3.6,0.4,-0.9
O=C(N/N=C/c1ccsc1)c1cc2ccccc2o1,24,-0.3,-11,-0.4,-4,1,-5.3,-1.8,-1.5
COc1ccc(CNC(=O)COC(=O)c2ccc(S(=O)(=O)N3CCCCC3)cc2)cc1,11,1.1,i,-1.4,6,0,0.4,-2.0,3.2
O=c1sc2ccccc2n1COc1ccccc1,-21,nt,i,4.3,10,0,-6.6,0.6,nt
N#C/C(=C\c1ccc(OCC(N)=O)cc1)C(=O)NC1CC1,45*,0.6,-1.8,0.0,4,-4,-3.4,0.9,0.1
CC(C)Cc1c(O)nc(SCCN2CCOCC2)[nH]c1=O,6,nt,i,0.8,4,2,-3.3,0.7,0.9
O=C(O)CN1C(=O)SC(Nc2ccc(Cl)cc2)C1=O (configuration not stated),-6,nt,i,-0.3,-5,0,-1.5,nt,0.2
CCOc1ncnc2c1oc1nc(CC(C)C)c3c(c12)CC(C)(C)OC3,-4,1.2,-0.2,0.1,8,1,-3.0,0.1,-2.9
O=C(O)CN=C1CC(c2ccccc2)CC(=O)/C1=C(/O)CCCN1C(=O)c2ccccc2C1=O (configuration not stated),9,0.3,i,-0.7,7,3,-1.7,nt,-0.4
CCCC(=O)N1CCN(c2ccc(NC(=O)C(C)(C)C)cc2Cl)CC1,1,0.2,-0.2,-0.7,-13,-2,-2.8,-0.9,-2.1
CCCCNC(=O)C1(C)CCC(=O)N1C1CC1 (configuration not stated),nt,1.3,nt,nt,nt,-1,-0.8,-1.3,nt
COc1cc([N+](=O)[O-])c(C)cc1NC(=O)c1ccc(OC)c(OC)c1,6,-0.2,-4.8,nt,7,-1,-0.6,-0.4,nt
Cc1ccc(NC(=O)c2ccc3c(c2)CCN3S(C)(=O)=O)cc1C,-2,1.1,-0.3,0.9,3,-1,-2.3,-1.9,-0.5
COc1ccc(C2(C(=O)N3CCOCC3)CCCC2)cc1,-12,nt,9.5,-1.9,3,3,2.3,nt,-1.3
CC(=O)NC12CC3CC(CC(CC(=O)O)(C3)C1)C2,-9,nt,-5.6,0.4,-12,0,0.2,0.4,1.6
O=C(Cn1ncc2c3ccccc3n(Cc3ccccc3F)c2c1=O)NCCN1CCOCC1,0,0.3,-0.4,-0.3,9,4,-3.9,-1.3,-2.4
Nc1ccc(Oc2ccccc2F)nc1,3,1.8,-0.5,-1.0,-3,8,-0.8,-1.2,4.4
O=C1CN=C(c2ccc[nH]2)c2cc(Cl)ccc2N1,4,3.7,i,0.6,4,1,-3.4,-0.1,-1.1
CCOc1ccc2[nH]c(C)cc(=O)c2c1,19,1.1,-0.4,-0.4,-3,17,0.5,-1.3,3.7
O=C(CSc1ncn[nH]1)NN(c1ccccc1)c1ccccc1,1,1.4,-0.4,-0.7,1,3,-1.5,nt,-2.6
CC(C)NC(=O)c1ccccc1NC(=O)CN(c1ccc2c(c1)OCO2)S(C)(=O)=O,-4,nt,i,-0.2,3,-1,-3.9,-1.1,5.3
Cn1c(COc2ccc([N+](=O)[O-])cc2)nnc1SCC(N)=O,4,2.0,i,0.0,-10,-4,-3.6,nt,-2.7
CCOC(=O)C1=CN(Cc2cccc(Br)c2)S(=O)(=O)N(CC)C1C (configuration not stated),8,1.1,i,-0.7,42,2,-0.2,-0.3,nt
O=c1oc(-c2ccccc2)nc2c1cnn2-c1ccccc1,7,nt,-2.8,-0.5,6,1,1.7,-1.0,-1.7
COc1ccc(/C=C2\Sc3ccc(C(=O)NCCCN4CCCC4)cc3N(C)C2=O)cc1OC,16,-2.7,-0.2,-1.1,-16,-1,-3.6,2.7,1.1
